Compound activity deposited in PubChem by Broad Institute.
ARNT TACC3 PPI – disrupts binding between human ARNT and TACC3; Q9Y6A5; AlphaScreen His-ARNT PAS-B/GST-TACC3 binding, luminescence; TACC3 fragment carries E629A point mutation; hit rate 0.66% among 390,000; AID 623870; inhibition, % at 9.99 µM;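 active = mean inhibition of replicates at least 50% and at least half of replicates each reaching 50%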;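 also: 0% = complete ARNT plus TACC3 wells and 100% = ARNT alone without TACC3; many hits fall short of the cut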
RAD54 branch – RAD54 (human) branch migration inhibition. Q92698. RAD54 Holliday junction branch migration, FAM/BHQ fluorescence. AID 602329. hit rate 0.14% among 360,000. inhibition, % at 10.4 µM;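 active = mean normalized replicate activity at least 40 and at least half of replicates scoring 40 or more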;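 also: 0% = median of neutral control wells and 100% = median of positive control wells; inhibitors cause a drop in the FAM fluorescence signal; in these data hits start at about 50%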
Target sequence (Q92698 whole entry, looked up): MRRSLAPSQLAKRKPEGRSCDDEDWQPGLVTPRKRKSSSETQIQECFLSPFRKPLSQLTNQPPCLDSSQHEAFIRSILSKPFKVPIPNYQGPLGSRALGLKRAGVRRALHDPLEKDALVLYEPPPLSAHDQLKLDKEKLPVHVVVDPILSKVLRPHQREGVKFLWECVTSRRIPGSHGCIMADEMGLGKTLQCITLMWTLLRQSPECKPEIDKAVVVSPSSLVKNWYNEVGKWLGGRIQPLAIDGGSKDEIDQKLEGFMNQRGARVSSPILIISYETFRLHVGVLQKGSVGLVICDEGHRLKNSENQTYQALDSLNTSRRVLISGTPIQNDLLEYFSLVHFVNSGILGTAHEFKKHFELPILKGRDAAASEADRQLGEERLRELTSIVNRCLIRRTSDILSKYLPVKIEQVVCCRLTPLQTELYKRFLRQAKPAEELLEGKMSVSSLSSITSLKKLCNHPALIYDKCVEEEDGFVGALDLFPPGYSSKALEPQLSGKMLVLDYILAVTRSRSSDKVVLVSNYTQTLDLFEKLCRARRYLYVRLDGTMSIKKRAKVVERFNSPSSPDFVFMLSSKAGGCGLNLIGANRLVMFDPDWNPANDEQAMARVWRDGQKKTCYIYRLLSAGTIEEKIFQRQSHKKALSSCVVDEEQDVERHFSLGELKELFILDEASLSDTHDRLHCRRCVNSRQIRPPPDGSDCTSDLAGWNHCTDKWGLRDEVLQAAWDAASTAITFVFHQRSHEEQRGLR
esBAF inh – SWI/SNF esBAF complex inhibition | reporter increase, % at 12.5 µM | AID 602393 | mouse ES cells, Bmi1-luciferase knock-in reporter, 24 h; 100% = twice the neutral-well signal | hit rate 2% among 350,000; in the data active = activation above about 40%;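 also: 0% = median of the plate's neutral control wells and 100% = double that signal; a rise in the Bmi1 reporter signal indicates esBAF inhibition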
* = called active by the depositor.

SMILES	ARNT TACC3 PPI	RAD54 branch	esBAF inh
CN(CCc1cnn(C)c1)Cc1cn[nH]c1-c1ccc(-c2ccccc2)cc1	-3.5	1.9	38.4
Cc1ccc(OCCCC(=O)Nc2ccc(N3CCOCC3)cc2)c(C)c1	4.7	9.9	-7.8
CCSc1nc2c(c(=O)[nH]1)C(c1cccnc1)C(C(=O)OC(C)C)=C(C)N2 (stereo unspecified)	-1.9	9.2	-4.4
Cc1oc(-c2cccc(Cl)c2)[n+]([O-])c1C	-4.3	-0.6	-0.1
Cc1cc(C#N)c2ccccc2n1	-1.7	7.3	-6.8
COC(=O)c1ccc(NC(=O)N2CCOCC2)cc1	-2.0	-4.5	29.6
Cn1c(=O)c2c(nc(CN3CCC(C(N)=O)CC3)n2Cc2ccccc2F)n(C)c1=O	7.1	-9.3	9.1
CC1CCCN(C/C(O)=C(\C#N)c2nc3ccccc3[nH]2)C1 (stereo unspecified)	7.8	3.2	-2.0
Cc1nn(Cc2ccccc2Cl)c(C)c1NC(=O)c1cc(-c2ccc(F)cc2)on1	-2.4	-14.6	2.2
CCOc1cc(C(=O)Nc2ccon2)cc(OCC)c1OCC	3.0	0.9	-5.6
COCC(C)n1c(SCC(=O)NCCC2=CCCCC2)nc2ccccc2c1=O (stereo unspecified)	-4.7	-16.0	-0.7
O=C(Nc1ccc2c(c1)OCCO2)N1CCN(c2ccccc2)CC1	-1.2	9.6	20.2
Cn1c(=N)n(CC(=O)C(C)(C)C)c2ccccc21	-0.3	-19.0	50.6*
C#CCOCCOCCOCCNc1nc(N2CCN(C(=O)CCCCCCCCCCNC(=O)Cn3cc(C[C@@H](C)O)nn3)CC2)nc(N2CCN(C(=O)CCCCCCCCCCNC(=O)[C@H](CCCN=C(N)N)n3cc(C[C@@H](C)CC)nn3)CC2)n1	5.0	-5.6	16.3
Cc1cc(C)c(C)c(S(=O)(=O)NCc2ccc(C(=O)N3CCCCC3)cc2)c1C	-4.8	5.8	-5.1
CCCCN1CNC(=S)N(c2cc(C)ccc2C)C1	1.1	1.5	5.1
C#CCOCCOCCOCCNc1nc(N2CCN(C(=O)[C@H](CCC(=O)O)n3cc(C(N)[C@H](C)CC)nn3)CC2)nc(N2CCN(C(=O)[C@H](Cc3ccc(O)cc3)n3cc(C(N)[C@H](C)CC)nn3)CC2)n1 (stereo partly specified)	21.7	-0.4	0.1
Cc1ccc(N(CC(=O)NCc2cccnc2)S(C)(=O)=O)cc1C	-0.8	-3.2	-8.9
O=C1C=C(c2ccc(Cl)cc2)OC2(CCCC2)O1	-2.9	-1.4	-11.6
Nn1c(SCC(=O)N2CCN(S(=O)(=O)c3ccccc3)CC2)nnc1-c1cccs1	0.4	0.7	-2.1
COc1ccc(C2SCC(=O)N2c2c(C)n(C)n(-c3ccccc3)c2=O)cc1 (stereo unspecified)	-5.0	2.2	-0.1
COC(=O)CCn1nnc(-c2cccs2)n1	16.8	-8.8	-4.9
COc1cccc(C(=O)N2CCN(S(C)(=O)=O)CC2)c1	-2.4	5.0	-3.2
Cc1ccc(N=C2C(=O)Nc3ccc(C)c(Br)c32)cc1	-0.5	0.6	7.4
COc1cc(OC)cc(C(=O)N[C@H](C(=O)NC23CC4CC(CC(C4)C2)C3)C(C)C)c1	-5.4	-5.6	-7.8
COCc1cc(C)nc(SCC(=O)Nc2cccc(C)c2)c1C#N	-2.6	-4.6	0.1
Clc1cccc(Cl)c1-c1nnc2cccc(Cl)n12	25.1	-1.0	-1.4
Cc1cc2c(OCC(O)CNC(C)(C)C)cccc2[nH]1 (stereo unspecified)	-0.8	-5.3	5.1
CCOC(=O)c1c(C)nc2c(c(SC)nn2-c2ccccc2)c1N	13.4	3.1	-9.6
CC(=O)NC(C)C12CC3CC(CC(CC(=O)O)(C3)C1)C2 (stereo unspecified)	4.3	-11.0	-4.6
O=C(CCN1C(=O)C2C3C=CC(C3)C2C1=O)Nc1ccc(F)cc1 (stereo unspecified)	12.7	5.8	-9.7
CCOC(=O)c1csc(NC(=O)CSc2nnnn2CC)n1	-8.4	-3.6	-3.1
O=C(CC1C(=O)NCCN1Cc1cccc(C(F)(F)F)c1)NC1CCCCCC1 (stereo unspecified)	1.1	-0.9	2.0
CCn1c(CSc2nc3ccccc3s2)nnc1SCC(=O)c1ccc(Cl)cc1	-2.6	-3.4	18.9
CCCC(c1nnnn1Cc1cccs1)N1CCN(c2nc3ccccc3s2)CC1 (stereo unspecified)	-4.5	13.1	7.6
CC1=[N+]([O-])C(C)(C)C(C)N(O)C1=O (stereo unspecified)	0.4	-7.8	-0.4
COc1cc(-c2csc(C)n2)ccc1O	-2.1	-6.1	-6.1
Oc1ccc(-n2cnnn2)cc1	-5.1	-12.3	-2.5
CCc1nnc(NC(=O)CSc2nc3c(cc2C#N)CCC3)s1	-4.9	-1.8	-8.4
CC(Oc1ccc(Cl)cc1)C(=O)Nc1ncccn1 (stereo unspecified)	0.7	2.2	2.0
CC(=O)Nc1ccc(S(=O)(=O)N2CCC(NC(C)=O)(c3cccc(F)c3)CC2)cc1	-8.9	-4.5	-9.0
CCOc1ccc(N2CC(=O)N(c3ccc(OCC)cc3)CC2=O)cc1	15.0	-0.2	-5.0
FC(F)(F)c1nnc2ccc(N3CCOCC3)nn12	-2.8	4.8	-6.7
O=C(CCCn1c(SCC(=O)c2ccccc2)nc2ccccc2c1=O)NCC1CCCO1 (stereo unspecified)	8.6	3.5	13.6
Cn1c(SCC(=O)Nc2ccc3nc(SCC(=O)N4CCCC4)sc3c2)nnc1-c1ccc(N)cc1	6.8	3.6	6.0
Cc1ccc(C)c2[nH]c(=O)c(C(c3nnnn3CCc3ccccc3)N3CCOCC3)cc12 (stereo unspecified)	35.8	-8.7	-6.8
CCc1nc(NCc2ccc3c(c2)OCO3)c2oc3ccccc3c2n1	6.7	1.4	1.1
CCN(CC)S(=O)(=O)c1ccc(C(=O)OCn2nnc3ccccc3c2=O)cc1	6.8	6.9	-7.9
Cn1c(SCc2nc(-c3cccs3)no2)nnc1C1CCCCC1	-2.0	3.4	1.3
COc1ccc(/C=C2\N=C(SC)SC2=O)cc1OC	0.3	-6.2	-6.6
Cc1nc2nc(SCC(=O)NCc3ccco3)nn2c(C)c1Cc1c(F)cccc1Cl	-3.5	8.3	-2.2
CCOC(=O)N1CCN(C(=O)c2oc3ccc(S(=O)(=O)N4CCOCC4)cc3c2C)CC1	2.6	-2.9	-0.4
CCCn1c2ccccc2c2cnn(CC(=O)N3CCN(C4CCCCC4)CC3)c(=O)c21	10.7	-7.5	5.4
CCOc1ccccc1Nc1nnc(SCc2ccc(C(=O)OC)o2)s1	-0.1	-1.8	1.5
CC1CN(c2oc(-c3ccco3)nc2C#N)CC(C)O1 (stereo unspecified)	0.0	13.6	-8.5
CCOC(=O)C1C(=O)CC(C)(O)C(C(=O)OCC)C1c1cccc(OC(F)(F)C(F)F)c1 (stereo unspecified)	-1.5	2.9	4.8
Cc1ccc2nc(N3C(=O)C(O)=C(C(=O)c4cc5ccccc5o4)C3c3cccs3)sc2c1 (stereo unspecified)	12.8	11.0	44.5*
CCn1c(SCC(=O)OCC(=O)N2c3ccccc3NC(=O)C2(C)C)nnc1-c1ccco1	3.1	5.5	-12.4
O=c1c2ccccc2n(Cc2ccc(F)cc2)c(=O)n1C1CCCC1	-3.6	3.6	-5.8
O=C(CCc1ccccc1)Nc1ccc(N2CCOCC2)cc1	2.8	-4.4	10.7

Shown with bars between the fields: 16 of the compounds above.
SMILES | ARNT TACC3 PPI | RAD54 branch | esBAF inh
CCOc1ccc(N2CC(=O)N(c3ccc(OCC)cc3)CC2=O)cc1 | 15.0 | -0.2 | -5.0
FC(F)(F)c1nnc2ccc(N3CCOCC3)nn12 | -2.8 | 4.8 | -6.7
O=C(CCCn1c(SCC(=O)c2ccccc2)nc2ccccc2c1=O)NCC1CCCO1 (stereo unspecified) | 8.6 | 3.5 | 13.6
Cn1c(SCC(=O)Nc2ccc3nc(SCC(=O)N4CCCC4)sc3c2)nnc1-c1ccc(N)cc1 | 6.8 | 3.6 | 6.0
Cc1ccc(C)c2[nH]c(=O)c(C(c3nnnn3CCc3ccccc3)N3CCOCC3)cc12 (stereo unspecified) | 35.8 | -8.7 | -6.8
CCc1nc(NCc2ccc3c(c2)OCO3)c2oc3ccccc3c2n1 | 6.7 | 1.4 | 1.1
CCN(CC)S(=O)(=O)c1ccc(C(=O)OCn2nnc3ccccc3c2=O)cc1 | 6.8 | 6.9 | -7.9
Cn1c(SCc2nc(-c3cccs3)no2)nnc1C1CCCCC1 | -2.0 | 3.4 | 1.3
COc1ccc(/C=C2\N=C(SC)SC2=O)cc1OC | 0.3 | -6.2 | -6.6
Cc1nc2nc(SCC(=O)NCc3ccco3)nn2c(C)c1Cc1c(F)cccc1Cl | -3.5 | 8.3 | -2.2
CCOC(=O)N1CCN(C(=O)c2oc3ccc(S(=O)(=O)N4CCOCC4)cc3c2C)CC1 | 2.6 | -2.9 | -0.4
CCCn1c2ccccc2c2cnn(CC(=O)N3CCN(C4CCCCC4)CC3)c(=O)c21 | 10.7 | -7.5 | 5.4
CCOc1ccccc1Nc1nnc(SCc2ccc(C(=O)OC)o2)s1 | -0.1 | -1.8 | 1.5
CC1CN(c2oc(-c3ccco3)nc2C#N)CC(C)O1 (stereo unspecified) | 0.0 | 13.6 | -8.5
CCOC(=O)C1C(=O)CC(C)(O)C(C(=O)OCC)C1c1cccc(OC(F)(F)C(F)F)c1 (stereo unspecified) | -1.5 | 2.9 | 4.8
Cc1ccc2nc(N3C(=O)C(O)=C(C(=O)c4cc5ccccc5o4)C3c3cccs3)sc2c1 (stereo unspecified) | 12.8 | 11.0 | 44.5*

The listing continues.
SMILES	ARNT TACC3 PPI	RAD54 branch	esBAF inh
Cc1cc(O)c(-c2n[nH]c3c2C(c2cccc(O)c2)N(Cc2cccnc2)C3=O)cc1Cl (stereo unspecified)	-1.9	1.7	0.8
CCCCC(=O)NCCc1ccc(OC)cc1	-23.2	-3.1	2.5
O/N=C/c1cn(-c2ccccc2)nc1-c1ccc2c(c1)OCCO2	7.0	3.9	39.3
O=C1Cc2ccccc2C(c2ccc(Br)cc2)N1 (stereo unspecified)	-24.7	2.8	-5.2
COc1ccc(C2=C(Nc3ccc(F)cc3)c3ccccc3C2=O)cc1	-1.9	-3.1	4.2
COCCn1c(-c2ccc(-c3ccccc3Cl)o2)nc2c1c(=O)[nH]c(=O)n2CC(C)C	-8.1	-2.1	-3.2
CCOC(=O)C1C(=O)NC(N2CCN(Cc3ccccc3)CC2)=NC1c1ccccc1 (stereo unspecified)	-0.3	-0.6	-4.3
C=CCn1c(SCC(=O)c2cc(C)n(CCOC)c2C)nc2sc(C)c(C)c2c1=O	-2.1	1.9	-3.1
Cc1ccc2c(c1)cc(CN(Cc1cccs1)C(=O)c1ccco1)c1nnnn12	0.0	-35.5	-6.4
CCOc1ccc(N2C(=O)C3CCCN3C2=O)cc1 (stereo unspecified)	-8.4	-5.3	-2.3
Cc1cc(C)c(NC(=O)CSc2nnc(-c3ccncc3)n2Cc2ccco2)c(C)c1	-4.7	-2.6	3.6
CC(C)OCCCN1CN(S(=O)(=O)c2ccccc2)c2nc3ccccc3nc21	4.0	0.2	43.4*
O=C1CCCN1c1ccc(S(=O)(=O)Oc2ccc(Cl)cc2)cc1[N+](=O)[O-]	2.5	6.4	-20.8
CN(C(=O)c1cc2nc(-c3ccco3)cc(C(F)(F)F)n2n1)C1CCCCC1	-5.8	6.7	6.6
Cc1ccc(CNC(=O)c2ccc3c(=O)n(CCCN4CCCC4=O)c(=S)[nH]c3c2)cc1	-2.9	0.5	0.2
NC(=O)CN1CCN(c2ccccc2F)CC1	-0.6	-6.2	-7.9
O=C(O)CCc1ccc(-c2cccs2)n1CCC(=O)O	2.6	-6.4	-14.4
C=CCNC(=O)CN(c1ccc(F)cc1)S(=O)(=O)c1ccc(OC)cc1	-4.7	-3.5	-7.7
O=C(NCC(F)(F)F)Nc1cccnc1	-21.3	-2.9	-6.3
O=C1c2ccccc2C(=O)N1CCc1csc(-c2ccc(F)cc2)n1	-7.2	-25.9	-1.5
CCSc1ccccc1C(=O)Nc1cccnc1	-20.7	2.0	-4.3
COc1ccc(N2C(=O)CC(N3CCC(c4nc5ccccc5[nH]4)CC3)C2=O)cc1 (stereo unspecified)	12.0	3.5	-8.4
COC(=O)c1ccccc1S(=O)(=O)NC(=O)c1ccccc1	-4.6	-1.5	-0.4
C(#Cc1ccccc1)Cn1nnc2ccccc21	-3.9	-11.0	59.7*
CNC(=S)N1CCN(c2cccc(OC)c2)CC1	2.1	9.4	-1.0
Cc1cc(NC(=O)CSc2nc3ccccc3c(=O)n2C2CCCC2)no1	-5.7	1.8	-20.9
Cc1onc(-c2ccccc2Cl)c1C(=O)Nc1ccccc1C(N)=O	-6.3	5.0	-5.2
O=C(c1ccc(Cl)cc1)N1CCN(C(=O)c2ccco2)CC1	-3.3	1.5	-0.4
Cc1csc(C(=O)O)c1-n1cccc1	-0.7	2.8	-8.5
COCC(=O)N1CCN(c2ccc([N+](=O)[O-])cc2)CC1	10.9	5.8	-3.2
Cn1c(=O)c2[nH]c(-c3cccnc3)nc2n(C)c1=O	-25.2	-5.4	-1.6

This is a subset; rates above refer to the full screens.
